Bioassay records: PubChem BioAssay, National Center for Advancing Translational Sciences (NCATS)
USP1 inh = Inhibitors of USP1/UAF1: Primary Screen. Ubiquitin carboxyl-terminal hydrolase 1 (Homo sapiens), O94782. recombinant USP1/UAF1, Ub-Rhodamine cleavage fluorescence. Potency, µM (series often up to 57.1 µM), for the others: at the highest dose activity change, negative = inhibition, actives largely listed as inhibitors. actives 0.23% (n = 390,000). AID 743255, 2014; note: potency is the fitted concentration of half-maximal effect; % is set by controls: 0 for no effect and ±100 for the full control effect; nearly all actives have a fitted effect of over 60% in size; inactives centre near -12
Target sequence (O94782 whole entry, looked up): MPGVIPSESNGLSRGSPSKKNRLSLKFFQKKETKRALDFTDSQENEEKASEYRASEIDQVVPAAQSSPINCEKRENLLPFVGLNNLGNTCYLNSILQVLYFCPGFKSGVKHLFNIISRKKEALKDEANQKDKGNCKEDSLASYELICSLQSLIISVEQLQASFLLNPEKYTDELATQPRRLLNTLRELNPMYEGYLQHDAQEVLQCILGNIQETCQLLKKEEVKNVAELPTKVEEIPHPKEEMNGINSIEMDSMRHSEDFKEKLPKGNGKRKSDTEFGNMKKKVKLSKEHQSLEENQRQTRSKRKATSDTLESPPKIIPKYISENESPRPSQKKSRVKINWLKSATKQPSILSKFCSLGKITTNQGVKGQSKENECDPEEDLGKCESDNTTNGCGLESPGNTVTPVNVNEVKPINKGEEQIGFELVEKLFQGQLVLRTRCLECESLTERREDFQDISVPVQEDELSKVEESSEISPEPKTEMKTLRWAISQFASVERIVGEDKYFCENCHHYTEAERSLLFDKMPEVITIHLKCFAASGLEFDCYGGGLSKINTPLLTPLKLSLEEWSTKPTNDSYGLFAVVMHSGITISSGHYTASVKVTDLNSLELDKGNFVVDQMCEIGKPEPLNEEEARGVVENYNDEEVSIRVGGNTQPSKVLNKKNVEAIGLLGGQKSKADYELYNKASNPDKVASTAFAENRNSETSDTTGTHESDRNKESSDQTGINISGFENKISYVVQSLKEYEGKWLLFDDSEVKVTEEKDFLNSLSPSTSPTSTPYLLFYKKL
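USP1/UAF1 complex at 1 nM was preincubated with compound for 15 min at room temperature, then Ub-Rho substrate (150nM final) was added. Fluorescence (480/540 nm) was read kinetically, 6 reads every 60 seconds.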
TrxR1 inh = qHTS Assay for Inhibitors of Mammalian Selenoprotein Thioredoxin Reductase 1 (TrxR1): qHTS | Thioredoxin reductase 1, cytoplasmic (Rattus norvegicus), O89049 | actives 1% (n = 390,000) | recombinant rTrxR1, NADPH fluorescence consumption, selenite substrate | Potency, µM (doses to about 114 µM), inactives show at the highest dose activity change, negative = inhibition, usual class: inhibitors; note: potency is the fitted concentration of half-maximal effect; % is set by controls: 0 for no effect and ±100 for the full control effect; nearly all actives have a fitted effect of over 65% in size
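Rat TrxR1 (90 nM in the dispensed reagent) was pre-reduced with 400 uM NADPH for 5 min at room temperature, then incubated with compound for 15 min. After 400 uM selenite was added, NADPH fluorescence (Ex 340/Em 450 nm) was followed for 8 min.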
Vif-A3F inh = qHTS for Inhibitors of Vif-A3F Interactions: qHTS. HeLa A3F-eYFP + Vif (tagged APOBEC3F with the HIV-1 protein that degrades it), YFP fluorescence increase. actives 0.2% (n = 390,000). Potency, µM (series often up to 46.1 µM), for inactives: top-dose activity, negative = active; note: potency is the fitted concentration of half-maximal effect; % of control where 0% means no effect; nearly all actives have a fitted effect of over 65% in size
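HeLa cells stably expressing Vif plus C-terminally eYFP-tagged A3F were seeded, incubated overnight at 37 deg C, dosed with compound, incubated overnight again at 37 deg C. Yellow fluorescence (Ex 488/Em 500-530) reported blocked Vif-mediated A3F-eYFP degradation.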
LDHA block = qHTS assay for inhibitors of human lactate dehydrogenase. L-lactate dehydrogenase A chain (Homo sapiens), P00338. purified LDHA, NADH/diaphorase-resazurin fluorescence; hits give low values. activity change, % (values are at about 110 or 230 µM). actives 0.15% (n = 480,000); in the data active = activity change below about -30%; inconclusive = mostly about -25% to -30%;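 note: plate controls were DMSO wells for no effect and wells without enzyme for full effect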
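LDH5 2 nM; NADH 0.06 mM, pyruvate 0.2 mM; 200 mM Tris pH 7.4, EDTA, Tween-20; 5 min RT. Detection: diaphorase 0.133 mg/mL + resazurin 37 µM, fluorescence ex540/em590 at 0 and 20 min; normalized to enzyme-free and DMSO wells.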
Glioma ERSR ind = qHTS for Inducers of the Endoplasmic Reticulum Stress Response (ERSR) in Human Glioma: qHTS; U87-MG GRP78 promoter luciferase reporter, 16 h; Potency, µM, inactives show at the top dose activation, hits mostly activators; actives 0.02% (n = 420,000); note: potency is the fitted concentration of half-maximal effect; series mostly up to about 76 µM; % of control where 0% means no effect; nearly all actives have a fitted effect of over 35% in size
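Stably transfected U87-MG glioma cells carrying a GRP78-based luciferase sensor; 16 h compound incubation. Luminescence end-point read 10 min after Bright-Glo addition at room temperature.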
Vif-A3G inh = qHTS for Inhibitors of Vif-A3G Interactions: qHTS | HeLa A3G-eYFP + Vif (tagged APOBEC3G with the HIV-1 protein that degrades it), YFP fluorescence, overnight | Potency, µM (series often up to 46.1 µM), without a hit: at the top dose activity, negative = active, hits mostly inhibitors | actives 0.076% (n = 410,000);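 note: potency is the fitted concentration of half-maximal effect; % is set by controls: 0 for no effect and ±100 for the full control effect; nearly all actives have a fitted effect of over 60% in size; hits raise eYFP signal because A3G escapes Vif-driven loss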
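HeLa cells stably expressing Vif and C-terminally eYFP-tagged A3G, seeded overnight at 37 deg C, then exposed to compound by pintool overnight at 37 deg C. Rise in yellow fluorescence (Ex 488/Em 500-530, Acumen) marks blocked Vif-driven A3G degradation.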
mIDH1 inhibitor = qHTS for Inhibitors of mutant isocitrate dehydrogenase 1 (IDH1): qHTS. IDH1-R132H enzyme, NADPH consumption, diaphorase/resazurin fluorescence. Isocitrate dehydrogenase [NADP] cytoplasmic (Homo sapiens), O75874. AID 602179, 2012. actives 0.093% (n = 390,000). Potency, µM (titrated, usually from 76.6 µM), for the others: top-dose activity change, negative = inhibition, usual class: inhibitors; note: potency is the fitted concentration of half-maximal effect; % is set by controls: 0 for no effect and ±100 for the full control effect; nearly all actives have a fitted effect of over 65% in size
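IDH1-R132H (0.5 ug/mL dispensed) in pH 7.5 Tris buffer was preincubated 30 min with compound, then given a substrate mix of 0.016 mM NADPH and 2 mM alpha-KG for 80 min at room temperature; remaining NADPH was read by diaphorase/resazurin fluorescence.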
TrxR1 substrate = qHTS Assay for Substrates of Mammalian Selenoprotein Thioredoxin Reductase 1 (TrxR1): qHTS | Thioredoxin reductase 1, cytoplasmic (Rattus norvegicus), O89049 | purified TrxR1 substrate turnover, NADPH consumption readout | Potency, µM (highest dose often 114 µM), inactives show top-dose activity change, negative = substrate turnover | actives 0.01% (n = 390,000); note: potency is the fitted concentration of half-maximal effect; % is set by controls: 0 for no effect and ±100 for the full control effect; nearly all actives have a fitted effect of over 50% in size
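Rat TrxR1, dispensed at 90 nM, was prereduced with 400 uM NADPH (final) for 5 min at ~22 deg C, then incubated with compound 15 min before 400 uM selenite. A first-read NADPH fluorescence drop versus no-compound background flagged substrates.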
RGS4 inhibitor = Inhibitors of Regulator of G Protein Signaling (RGS) 4: qHTS; Potency, µM (titrated, usually from 114 µM), inactives show top-dose activity change, negative = inhibition, most hits filed as inhibitors; AID 504845, 2011; Transcreener GDP fluorescence polarization, RGS4-accelerated GTP hydrolysis; actives 0.039% (n = 390,000); note: potency is the fitted concentration of half-maximal effect; % is set by controls: 0 for no effect and ±100 for the full control effect; nearly all actives have a fitted effect of over 75% in size; some results filed as inactive show a strong effect at the top dose
Target sequence (P49798 whole entry, looked up): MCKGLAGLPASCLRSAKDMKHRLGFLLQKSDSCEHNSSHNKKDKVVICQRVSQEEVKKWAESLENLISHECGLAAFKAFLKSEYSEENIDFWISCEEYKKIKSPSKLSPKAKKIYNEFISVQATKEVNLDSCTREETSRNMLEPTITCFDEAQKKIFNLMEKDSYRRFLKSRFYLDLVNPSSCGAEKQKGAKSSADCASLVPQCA
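MLSMR compounds (23 nl, pin-transferred) preincubated 10 min at room temperature with a 500nM (2x) first reagent, then RGS4 at 900nM (2x) plus Transcreener GDP mix added; fluorescence polarization (620/688 nm) read before and after 90 min at 30 °C.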
* hit, by the source's call; u = inconclusive; x = no result given; & = joins results of further samples; [ ] = remark or other dose. Unless noted, calls come from the whole dose curve; as a rule, active = well fitted curve in the direction sought with a large enough effect; inconclusive = small, poorly fitted or top-dose-only effect, or another doubt; inactive = no such curve, though single readings can be large; an effect the other way counts as inactive or inconclusive.

Compound	USP1 inh	TrxR1 inh	Vif-A3F inh	LDHA block	Glioma ERSR ind	Vif-A3G inh	mIDH1 inhibitor	TrxR1 substrate	RGS4 inhibitor
CC(OC(=O)CCN=C1NS(=O)(=O)c2ccccc21)C(=O)NC1CCCCC1C (stereo not drawn)	1%	-11%	-7%	-5	-5%	-1%	1%	-8%	-8%
COC(=O)CN1C(=S)N(c2ccc(OC)cc2)C(=O)/C1=C/c1ccc(OC)cc1	-21%	-3%	10%	0	1%	2%	4%	-12%	-5%
COC(=O)c1ccccc1NC(=O)C1CCCC1	-14%	16%[57.1 µM]	2%	1	-4%	-9%	1%	-6%	4%[11.4 µM]
Cc1noc(C)c1COc1ccc(C(=O)N2CCN(c3cccc(Cl)c3)CC2)cc1	-8%	-4%	3%	-3	0%	0%	-1%	-4%	-10%
COc1ccc(NC(=O)C2CC(=O)OC23CCCCC3)cc1 (stereo not drawn)	-5%	0%	-3%	2	-4%	1%	-1%	-9%	4%
COC(=O)CNC(=O)CSc1nnc(C)c(=O)[nH]1	-24%	4%	8%	-10	-2%	-4%	4%	2%	9%
Cc1ccc(/C=N/n2cnc3sc(C)c(C)c3c2=O)o1	-10%	2%[57.1 µM]	2%	-5	-1%	0%	5%	45%[activator][57.1 µM]	u
CN(CC(=O)Nc1ccc(Cl)cc1)CC(=O)Nc1cc(Cl)ccc1C#N	u	5%	-9%	2	-2%	-5%	3%	4%	9%
CC1C(=O)Nc2ccccc2N1C(=O)c1ccc(Cl)c(Cl)c1 (stereo not drawn)	-6%	17%	8%	0	-6%	0%	-7%	1%	-8%
Cc1c(Cc2ccccc2)sc(NC(=O)Cc2ccccc2)c1C(N)=O	-23%	u	4%	-1	-6%	1%	-14%	1%[57.1 µM]	u
COc1ccc(CCNc2nc3ccccc3c3nc(-c4cccc(C)c4)nn23)cc1OC	-6%	8%	6%	-3	2%	-5%	-5%	-1%	4%
O=C(Cc1cccs1)Nc1ccc(N2CCOCC2)cc1	-22%	1%	3%	1	-2%	2%	2%	1%	-39%
CN1C(=O)C2CCCCN2c2ccc(C(=O)NCc3ccccc3Br)cc21 (stereo not drawn)	u	29%[57.1 µM]	-4%	-5	-2%	-3%	-15%	2%[57.1 µM]	-4%
CC(C)(C)C(=O)c1sc2nc(-c3cccs3)cc(C(F)(F)F)c2c1N	1.3µM*	-12%	2.8µM*	-1	-2%	u	7%	2%	u
CC1Cc2ccccc2N1C(=O)CSc1nnnn1C1CCCC1 (stereo not drawn)	-6%	15%[57.1 µM]	3%	-3	-2%	1%	1%	-5%	10%[11.4 µM]
Cc1ccc(S(=O)(=O)N(C#N)c2nc(C)cc(C)n2)cc1	-5%	6%	4%	4	6%	1%	2%	10%	-8%
O=C(CCc1c[nH]c2ccccc12)N1CCN(S(=O)(=O)c2ccccc2)CC1	-9%	19%	2%	-5	-2%	-2%	-1%	-1%	0%
COc1ccccc1CNC(=O)CN1C(=O)COc2ccc(S(=O)(=O)N3CCC(C)CC3)cc21	-22%	16%	4%	-2	-1%	6%	-4%	-1%	11%
CCCOP(=O)(c1ccc(N(C)C)cc1)C(O)c1c(Cl)cccc1Cl (stereo not drawn)	-3%	1%[57.1 µM]	6%	-7	-2%	-1%	1%	10%[57.1 µM]	36%
COc1cccc(C(=O)N2CCN(C(=O)C3COc4ccccc4O3)CC2)c1 (stereo not drawn)	-12%	4%	-14%	-3	2%	3%	-5%	5%	-5%[11.4 µM]

Further compounds.
Compound	USP1 inh	TrxR1 inh	Vif-A3F inh	LDHA block	Glioma ERSR ind	Vif-A3G inh	mIDH1 inhibitor	TrxR1 substrate	RGS4 inhibitor
CCN(CC)S(=O)(=O)c1ccc(NC(=O)CCC2CCCCC2)cc1	-20%	14%[2.29 µM]	2%	3	-11%	-2%	-3%	4%[2.29 µM]	-2%
Cc1ccccc1Oc1nc2c(c(=O)n(C)c(=O)n2C)n1Cc1ccc(Br)cc1	u	5%	-1%	-2	-3%	6%	-8%	-3%	24%
Cc1cc(Oc2ccccc2)nc(SCC(N)=O)n1	-13%	9%	2%	-5	-1%	-4%	7%	3%	-3%
COC(=O)c1ccc(CN(Cc2ccc(C(=O)OC)o2)C(C)(C)C)o1	-4%	-1%	1%	-6	-4%	1%	4%	0%	-2%
COc1cccc(Nc2nc(-c3ccc(O)cc3)cs2)c1	-7%	-4%	1%	11	15%	-2%	8%	-2%	u
Cc1cccc(-c2nc(SCC(=O)N3CCc4ccccc43)c3c(=O)n(C)c(=O)n(C)c3n2)c1	-16%	17%[57.1 µM]	-3%	-6	-3%	-6%	5%	6%[57.1 µM]	-11%
Cc1ccccc1S(=O)(=O)Cc1ccc(C(=O)NCCc2ccccc2)o1	-24%&-20%	14%&-15%	-2%&4%	-3&5	-5%&3%	-4%&3%	-3%&2%	7%&-2%	14%[11.4 µM]
Cc1cc(S(=O)(=O)Nc2cc3c(cc2Cl)n(C)c(=O)c(=O)n3C)ccc1F	-12%	3%	2%	-6	-3%	1%	-21%	-9%	15%
O=S(=O)(Oc1ccccc1/C=N/n1cnnc1)c1ccccc1	-2%	2%[57.1 µM]	2%	-5	-1%	-6%	-3%	-2%	3%
CC(C)CNS(=O)(=O)c1ccc(CCC(=O)NC2CCCC2)cc1	-18%	46%[activator]	-1%	-1	-1%	-1%	0%	13%	-6%
CC(C)Cc1nnc(NC(=O)Cc2cccs2)s1	-9%	-1%[57.1 µM]	3%	-2	-2%	-10%	5%	5%[57.1 µM]	-40%
CCn1c(Oc2cccc(Br)c2)nc2c1c(=O)n(C)c(=O)n2C	-17%	23%	0%	-9	-5%	0%	7%	-1%	27%
CCC(=O)NC(=S)Nc1ccc(OC)cc1OC	-16%	u	-1%	-1	12%	0%	8%	-4%	-29%
O=[N+]([O-])c1ccc(N2CCN(c3ccccc3O)CC2)c(Cl)c1	-23%	-8%	3%	5	0%	-12%	4%	-9%	-22%
CCC1(c2ccccc2)NC(=O)N(CC(=O)Nc2cccc(C#N)c2)C1=O (stereo not drawn)	-6%	-8%[11.4 µM]	-2%	-3	1%	0%	-2%	5%[11.4 µM]	30%
CCC(C)Nc1nc2c(c(=O)n(C)c(=O)n2C)n1Cc1cccc(C)c1 (stereo not drawn)	4%	-2%[57.1 µM]	-1%	4	1%	-9%	0%	-8%	-4%
COc1ccc(-c2noc(CSc3nnc(-c4ccccc4)n3-c3ccc(F)cc3)n2)c(OC)c1	-8%	9%	-1%	2	0%	-9%	14%	-1%	-4%
CCn1c(COc2cccc(C)c2C)nnc1SCC(=O)N1CCN(c2ccc(OC)cc2)CC1	-22%	12%	-6%	-3	-5%	0%	4%	-3%	2%
O=[N+]([O-])c1ccccc1S(=O)(=O)Oc1ccc(C(=S)N2CCOCC2)cc1	-12%	-2%	-28%	-15	1%	2%	-3%	3%	-42%
CC(=O)C1=C(c2ccc(C)cc2)N(C(C)=O)n2c(nnc2C2CCCCC2)S1	3%	12%[57.1 µM]	-23%	1	-2%	2%	u	6%[57.1 µM]	-17%

Next section:
Compound	USP1 inh	TrxR1 inh	Vif-A3F inh	LDHA block	Glioma ERSR ind	Vif-A3G inh	mIDH1 inhibitor	TrxR1 substrate	RGS4 inhibitor
COc1ccc([C@H]2N[C@]3(CCCN(Cc4ccc(Cl)cc4)C3=O)[C@H]3C(=O)N(Cc4ccccc4)C(=O)[C@@H]23)cc1	-21%	x	4%	0	-3%	0%	9%	x	x
COc1cccc(NC(=O)Nc2nnc(Cc3ccccc3)s2)c1	-17%	29%	-18%	1	-3%	2%	6%	3%	16%
COCCNC(=O)CSc1nc(-c2ccccc2C)nc2c1c(=O)n(C)c(=O)n2C	-9%	15%[57.1 µM]	-3%	-4	-2%	-4%	-1%	6%[57.1 µM]	10%
CC1CCN(S(=O)(=O)c2ccc3c(ccn3CCC(=O)NCc3ccc(N(C)C)cc3)c2)CC1	-7%	22%	2%	4	-2%	-1%	-4%	3%	-5%
COc1ccc(C(=O)NC(C)(C)C)cc1S(=O)(=O)N1CCCC1	-10%	13%[0.457 µM]	7%	-18	-2%	-4%	2%	4%	31%
CC1C(=O)CCCCCCCCCC2C1(N1CCOCC1)CS2(=O)=O (stereo not drawn)	-27%	6%[57.1 µM]	6%	-2	-5%	-1%	1%	7%[57.1 µM]	10%[11.4 µM]

An excerpt. The share of hits here may be higher or lower than overall.
